Screens as filed in PubChem BioAssay.
ALOX12 inh: blocks human arachidonate 12S-lipoxygenase; Potency, µM (highest dose often 108 µM), without a hit: at the highest dose activity change, negative = inhibition, usual class: inhibitors; 1.1% of 580,000 active; purified 12hLO, xylenol orange hydroperoxide absorbance; P18054; active = well fitted inhibition curve with a large enough effect; inconclusive = small, poorly fitted or top-dose-only effect, or another doubt; inactive = no such curve, though single readings can be large or run the other way
Target sequence (P18054 whole entry, looked up): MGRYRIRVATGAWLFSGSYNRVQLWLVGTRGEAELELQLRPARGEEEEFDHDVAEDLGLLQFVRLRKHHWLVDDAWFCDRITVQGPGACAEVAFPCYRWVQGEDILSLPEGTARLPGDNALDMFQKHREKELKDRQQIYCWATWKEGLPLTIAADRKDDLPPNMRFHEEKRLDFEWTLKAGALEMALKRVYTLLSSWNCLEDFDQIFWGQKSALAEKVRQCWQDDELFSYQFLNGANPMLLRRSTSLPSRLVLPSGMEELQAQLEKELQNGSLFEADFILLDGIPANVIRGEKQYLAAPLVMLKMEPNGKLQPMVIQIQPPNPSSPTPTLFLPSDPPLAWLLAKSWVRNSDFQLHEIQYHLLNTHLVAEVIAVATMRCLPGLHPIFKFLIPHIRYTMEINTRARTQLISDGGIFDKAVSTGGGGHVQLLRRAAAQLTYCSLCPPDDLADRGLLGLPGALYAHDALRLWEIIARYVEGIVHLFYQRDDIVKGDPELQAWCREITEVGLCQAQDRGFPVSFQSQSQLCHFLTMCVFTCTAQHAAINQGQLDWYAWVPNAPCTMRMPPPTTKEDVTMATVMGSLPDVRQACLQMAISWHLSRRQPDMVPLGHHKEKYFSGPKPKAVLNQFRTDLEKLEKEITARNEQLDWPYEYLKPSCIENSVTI
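Hydroperoxide product was detected by ferrous iron/xylenol orange as the 573 to 405 nm absorbance ratio. Arachidonic acid at 40 uM (final) was turned over for 30 min at room temperature by 150 nM human 12hLO, pH 7.0 Hepes buffer, after 15 min compound preincubation.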
* hit, by the source's call; ? = inconclusive; [ ] = remark or other dose. % is set by controls: 0 for no effect and ±100 for the full control effect; potency is the fitted concentration of half-maximal effect. Not all compounds are listed, so the mix of outcomes need not match the whole.

SMILES	ALOX12 inh
N#Cc1c(-c2ccccc2)cc(-c2cccs2)nc1SCS(=O)Cc1ccc(Cl)cc1 (centres undefined)	?
O=C(O)CSc1ccc2c(c1)OCCO2	-11%
O=C(c1ccn[nH]1)N1CCc2n[nH]c(=O)n2CC1	40%[activator]
O=C(Nc1ccc(F)cc1F)c1cnc(-c2ccc(F)cc2)nc1-c1ccncc1	-17%
O=C1Cc2c(-c3ccc4c(c3)OCO4)n[nH]c2CN1Cc1ccccc1	-9%[176 µM]
COc1cccc(C(=O)c2sc(Nc3cc(C)cc(C)c3)nc2N)c1	-17%
COC[C@@H]1CN(C(=O)c2ccc(C#N)cc2)C[C@H]1c1nc(C)no1	40%[activator]
O=C(CN1CCN(c2nc(C(F)(F)F)nc3ccccc23)CC1)N1CCCCCC1	-18%
COc1cccc(C2(CC(=O)N3CCCOc4c(cccc4OC)C3)CC(=O)N(C)C2=O)c1 (centres undefined)	17%
CC1(C)C[C@H](NC(=O)c2ccc(C#N)cc2)[C@@]2(CCC(=O)NCCc3c[nH]c4ccccc34)CC[C@](C)(O)C[C@@H]12	18%
Cc1ncsc1C(=O)N1CCC2(CC1)OC(=O)N(Cc1ccccc1F)C2(C)c1ccccc1 (centres undefined)	7%
Cc1cccc(NC(=O)CSc2nc(N3CCOCC3)c3c(c2C#N)CCCC3)c1	4%

4 of these compounds in another layout.
N#Cc1c(-c2ccccc2)cc(-c2cccs2)nc1SCS(=O)Cc1ccc(Cl)cc1 (centres undefined)
  ALOX12 inh: ?

O=C(O)CSc1ccc2c(c1)OCCO2
  ALOX12 inh: -11%

O=C(c1ccn[nH]1)N1CCc2n[nH]c(=O)n2CC1
  ALOX12 inh: 40%[activator]

O=C(Nc1ccc(F)cc1F)c1cnc(-c2ccc(F)cc2)nc1-c1ccncc1
  ALOX12 inh: -17%

(more compounds)
SMILES	ALOX12 inh
Cc1ccc(Cn2c(=O)c3ccc(C(=O)NC(C)C)cc3n3c(=O)[nH]nc23)cc1	14%
O=S(=O)(NCCO)c1ccc(Cl)c(Cl)c1	13%
O=C(CN1CCN(c2ccc([N+](=O)[O-])c3cnccc23)CC1)Nc1ccc(OC(F)(F)F)cc1	14%
CN1CCC(OC2CCN(C(=O)c3ccc(C(F)(F)F)cc3)CC2)CC1	80%[activator]
CS(=O)(=O)N1CCC(C2CCN(C(=O)c3ccc4c(c3)OCO4)C2)CC1 (centres undefined)	33%[activator]
CCNc1ncc(CN2CCCC(CCc3cccc(C(F)(F)F)c3)C2)cn1 (centres undefined)	49%[activator]
Cc1nn(C)c2nc(N3CCC(C#N)(c4ccccc4)CC3)sc12	?
O=C(NCCc1c[nH]c2ccccc12)OCc1cn(Cc2cc(F)cc(F)c2)nn1	0%
COCCOc1ccc(-c2ccc(C#N)cc2)cc1	37%[activator]
O=C(CSc1nc2cc([N+](=O)[O-])ccc2o1)Nc1ccc(F)cc1	?
Cc1cc(C)cc(C(=O)N2CCC(OC3CCN(C)CC3)CC2)c1	18%
CC(C)CN1C(=O)COC[C@@H]1[C@H](O)c1ccc(NC(=O)c2ccc(F)cc2)cc1	22%[176 µM]
COC(=O)Cn1c(Nc2cccc(C)c2)nc2c1c(=O)n(C)c(=O)n2C	-3%
CCc1cn(C[C@@H](C(=O)O)N(CC)CC)c(=O)[nH]c1=O	?
COCCNC(=O)C[C@@H]1O[C@H](CNC(=O)c2ccc(N(C)C)cc2)[C@@H](O)[C@H]1O	11%[176 µM]
O=S(=O)(O)c1ccc2cc(N=Nc3cc(S(=O)(=O)O)c4cccnc4c3O)ccc2c1	-29%[57.4 µM]
Cc1nc2c(s1)C[C@@H]1[C@](C)(CO)[C@H](O)CC[C@@]1(C)[C@@H]2CC(=O)Nc1ccccc1	49%[activator][176 µM]
CCCOCCNC(=O)c1c(C)noc1-c1cccs1	37%
O=C(Nc1cccc2cccnc12)c1ccc(OC2CCCC2)cc1	13%
O=C1/C(=C/c2ccccc2)CCc2ccccc21	3%
Cc1nc(N2CCOCC2)cc(N2CCN(C(=O)c3cccc(C(F)(F)F)c3)CC2)n1	16%
O=C1CC(c2ccccc2)N(C(=O)CNC(=O)Cn2c(=O)oc3ccccc32)CCCCCN1 (centres undefined)	36%[activator]
Cc1ccc(C2(O)CCN(C(=O)c3ccccc3-c3nn[nH]n3)CC2)nc1	?
Cc1ccccc1Cc1noc(-c2nc(-c3ccc4c(c3)OCO4)no2)n1	26%

As entered above.
CN1CCC(OC2CCN(C(=O)c3ccc(C(F)(F)F)cc3)CC2)CC1 @ ALOX12 inh: 80%[activator]
O=S(=O)(O)c1ccc2cc(N=Nc3cc(S(=O)(=O)O)c4cccnc4c3O)ccc2c1 @ ALOX12 inh: -29%[57.4 µM]
O=S(=O)(NCCO)c1ccc(Cl)c(Cl)c1 @ ALOX12 inh: 13%
Cc1ccc(Cn2c(=O)c3ccc(C(=O)NC(C)C)cc3n3c(=O)[nH]nc23)cc1 @ ALOX12 inh: 14%
CCNc1ncc(CN2CCCC(CCc3cccc(C(F)(F)F)c3)C2)cn1 (centres undefined) @ ALOX12 inh: 49%[activator]

The list continues:
SMILES	ALOX12 inh
Cc1ccc(NC(=O)CC2CC3CCC2C3)cc1 (centres undefined)	?
CN(CC(O)CO)c1ncc(C(C)(C)C(=O)O)c(N2CCOCC2)n1 (centres undefined)	30%
O=C1NC2(CCCN(C(=O)c3ccccc3F)C2)Oc2ccccc21 (centres undefined)	21%[176 µM]
COc1cc(-c2cc(C)c3c(OC)ccc(OC)c3n2)cc2c1OCCN(C(=O)Cn1nc(C)cc1C)C2	0%
COc1ccccc1C(=O)N[C@@H]1CN(Cc2ccncc2)C[C@H]1CN(C)C	48%[activator]
CNc1c(NC(=O)c2c(F)cccc2F)c(=O)oc2ccccc12	-3%
O=C(c1ccncc1)N1CCCC(c2noc(COc3ccccc3)n2)C1 (centres undefined)	28%
O=C(NCCc1cccc(F)c1)c1cccnc1	12%
CCCNC(=O)N1CCCC2(CCC(=O)N(CCc3cnc[nH]3)C2)C1 (centres undefined)	-8%
CCOCCn1c(SCC(=O)O)nc2c1c(=O)[nH]c(=O)n2C	?
OC1CC(c2cc(N3CCC(c4nnc5n4CCCCC5)CC3)ncn2)C1 (centres undefined)	-26%
O=C(O)CCC(=O)N1Cc2ccccc2CC2(CCCN2CC2CCNC2)C1 (centres undefined)	?
Cc1nn(CC(=O)NC(C)c2ccccc2)c(=O)c2nc(C(C)C)sc12 (centres undefined)	50%[activator]
CC(SC(C)c1ccccc1F)C(=O)NC(N)=O (centres undefined)	8%
CCC1(C(=O)NCc2ccc(C(C)C)cc2)CCCCC(=O)N1 (centres undefined)	13%
CN(C)c1nc(CNC(=O)c2cc(S(N)(=O)=O)ccc2F)cs1	-19%
COCC(=O)Nc1cc(C(=O)N2CCN(c3ccc(Cl)cn3)CC2)c2c(c1)nc(C1CCC1)n2C	3%
Cc1cc(OC2CN(Cc3ccc(F)cc3)C2)ccc1F	?
CCOC(=O)c1cnc2c(C)cccc2c1Nc1ccc(O)cc1	-28%
O=C(CSc1nc2cc(C(F)(F)F)ccc2n1Cc1ccccc1)c1ccc(Br)s1	?
O=C(NCc1ccccc1)N1CCOC(CN(CC2CC2)C(=O)c2cccc(F)c2)C1 (centres undefined)	18%
COc1ccc(C(=O)N2CCCCCC2c2nnc(-c3ccccc3)o2)cn1 (centres undefined)	10%
Cc1noc(C)c1[S+](=O)([O-])N1CCCC2(CC(Cc3ccccc3)=NO2)C1 (centres undefined)	10%
COc1ccccc1C(=O)N1CC[C@H]2COC(=O)N2c2ccccc2C1	-1%[176 µM]
CNC(=O)Nc1ccc(C)n(CC(=O)NCc2ccc(Cl)cc2)c1=O	3%
Cc1ccc(-c2cnc(CCC(=O)N3CCOCC3)o2)cc1C	-28%
CCO[C@@H]1COCC[C@H]1NC(=O)CN1C(=O)COc2ccc(C)cc21	-2%
N#Cc1ncn(Cc2nnc(-c3ccccc3)o2)n1	2%
O=C(O)c1cc(S(=O)(=O)Nc2ccc(Cl)c3cccnc23)ccc1Cl	45%[activator]
COc1cccc(CN2CC[C@@H]3CN(S(C)(=O)=O)[C@@H]3C2)c1OC	19%
O=C(NCc1ccc(Cl)cc1)c1noc(-c2ccc(F)cc2)n1	-5%
O=C(c1nccc2ccccc12)N1CC(CO)C2(CCNCC2)C1 (centres undefined)	-4%
COC(=O)CCC1CCCNC1 (centres undefined)	-24%
O=C(Nc1ccc(F)c(Cl)c1)C1CCc2sc(C(=O)N3CCOCC3)cc2C1 (centres undefined)	-1%
Cc1onc(-c2cnn(C)c2NCc2ccc(C#N)cc2)c1C(=O)NCC(C)C	-24%[176 µM]
COc1cccc(NC(=O)c2ccnc(-c3nnc4ccc(N5CCN(C)CC5)nn34)c2)c1	?

Some of the entries so far, as labelled records.
> O=C(NCc1ccc(Cl)cc1)c1noc(-c2ccc(F)cc2)n1
  ALOX12 inh = -5%

> O=C(c1nccc2ccccc12)N1CC(CO)C2(CCNCC2)C1 (centres undefined)
  ALOX12 inh = -4%

Further results follow:
SMILES	ALOX12 inh
Cc1ccc(-c2[nH]c(-c3ccc(F)cc3)nc2SCC(=O)Nc2nccs2)cc1	8%
CCOC(=O)C1CCN(C(=O)Cc2cccn2-c2ccc(F)cc2)CC1	13%
COc1cc(/C=C/CN2CCOc3ccc(C(O)c4cccnc4)cc3C2)ccc1O (centres undefined)	3%
COc1cccc(C(=O)c2oc3cc(NC(C)=O)ccc3c2C)c1	-59%
COC(=O)c1ccc(COC(=O)c2cc(=O)c3cc(C)ccc3o2)cc1	-23%
Cc1ccc(N(C)C)cc1	6%
Cn1nc(CC(=O)Nc2ccc(Cl)c(Cl)c2)c2ccccc2c1=O	-6%
Cc1ccc(C)c(NC(=O)CN2C(=O)NC3(CCCCC3)C2=O)c1	-6%
COc1ccc(C2C(C#N)=C(N)OC(C(C)(C)C)=C2C#N)c(OC)c1OC (centres undefined)	?
CN1CCN(CCCNc2nccc(-c3ccccn3)n2)CC1	90%[activator]
COC(F)(C(=O)Nc1ccccc1C(C)C)C(F)(F)F (centres undefined)	-15%
Cc1cc(C)cc(NC(=O)CCc2ncc(-c3ccc(F)cc3F)o2)c1	?
CCCOc1ccc(CNC(=O)CN2CC3CC(C2)[C@H]2CCCC(=O)N2C3)cc1 (some centres undefined)	-10%
CC1CCc2nn3ccn(CC(=O)Nc4ccc5c(c4)OCO5)c(=O)c3c2C1 (centres undefined)	25%
COc1cc(NC(=O)Cn2c(C)cc3nc4n(c(=O)c32)CCC4)cc(OC)c1OC	3%
CCc1nc2nc(C)c(Cc3ccc(Cl)cc3)c(=O)n2[nH]1	4%
Cc1ccc2c(Cn3nnc(-c4ccc(F)cc4)n3)cc(=O)oc2c1	-22%
CCNc1nnc(SCc2nc(-c3ccccc3)no2)s1	-19%
COc1ccc(-c2noc(-c3cccn3CC(=O)Nc3cccc(Cl)c3)n2)cc1F	-24%
CC(=O)O[C@@H]1C[C@@]2(C)[C@@H](CC[C@H]2[C@@H](C)/C=C\CC(C)C)C2=C[C@@H](O)[C@@]3(O)C[C@@H](O)[C@H](O)C[C@]3(CO)[C@]21O	-13%
COCCNC(=O)[C@H]1C[C@H](Oc2ccccc2)CN1C(=O)c1ccccc1	21%
Cc1cc(S(=O)(=O)N2CC(C(=O)NCc3ccncc3)C3(CCOCC3)C2)ccc1F (centres undefined)	22%
Cn1cc(CN2C[C@@H](F)[C@@H](OCc3nc4ccccc4n3C)C2)cn1	25%[176 µM]
Cc1[nH]c2ccc(F)cc2c1CC(=O)NCC(C)C	1%
COCCCn1c(C)cc(C(=O)CSc2ncnc3ccccc23)c1C	3%
CC(C)Oc1cccc2c1c(NC(=O)c1cc(F)cc(C#N)c1)nn2C	16%
CC(C)NC(=O)Nc1ccc(-c2noc(-c3cccs3)n2)cc1	-5%
CN1CCCC2(C1)CN(Cc1cccnc1)c1ccc(C(=O)NCc3cccs3)cc12 (centres undefined)	?
O=C1NCCOCCN(S(=O)(=O)c2cccs2)[C@H]2CCC[C@@H]12	11%
N#Cc1ccc(/C=C/c2nc3c(ccc4ccccc43)s2)cc1	?
O=C(NCc1ccc(Cl)cc1)C(=O)Nc1ccc(Cl)c(C(F)(F)F)c1	-1%
COCCn1cc(CN2CCN(c3cccc(OC)c3)CC2)ccc1=O	11%
Cc1ccc2oc(-c3ccc(C)c(NC(=O)c4cccs4)c3)nc2c1	-14%
O=C(O)c1cc2c(s1)CN(C1CCCC1)C2	?
CCCCc1cc(C[C@H]2CNCC[C@H]2CC(=O)N2CCC(Cc3ccccc3)CC2)no1	55%[activator]
COc1ccc(CN2CCc3ncc(C(=O)NCCOc4ccccc4)n3CC2)cn1	13%[176 µM]
CCCCCCCCCCOC(=O)C[N+](C)(C)Cc1ccccc1	45µM*
COCc1nnc(NC(=O)CCc2ccc(-c3ccc(C)cc3)o2)s1	-19%
Cc1cccc(-c2nnc(SCC(=O)Nc3ccc4ccccc4c3)n2N)c1	-15%
COc1ccc(CN2CCCC(C)(NC(C)=O)C2)c2ccccc12 (centres undefined)	0%[176 µM]
O=C(CN1CCCc2nc(C3CC3)ncc2C1=O)NCc1cccnc1	4%
O=C(COC(=O)c1ccc2ccccc2n1)Nc1cccc2ccccc12	?
O=C1CC(c2ccccc2)N(Cc2ccncc2)CCCN(C(=O)C2CCC2)CCN1 (centres undefined)	1%
O=C(OCC(=O)c1c[nH]c2ccccc12)c1cc2ccccc2s1	-6%
CC(C)CNC(=O)C1CCc2sc(C(=O)N3CCCCC3)cc2C1 (centres undefined)	31%[activator]
CC(=O)Nc1cc(NC(=O)C2(C)CC2(Cl)Cl)ccc1C (centres undefined)	31%
CCCc1noc(-c2ccn3c(CNC(=O)Cc4ccccc4Cl)nnc3c2)n1	45µM*
COC[C@@H]1CN(Cc2cccc(OC)c2OC)C[C@H]1c1ccncc1	12%
O=C(O)c1cccc(COc2cccc(Cl)c2)c1	-1%
Cc1cccc(C(=O)NCc2sccc2C)n1	?
C=CCNC(=O)N(C)CC(=O)Nc1c(C)cccc1C	18%
